Screening results (PubChem BioAssay)
Fam108B counter: counter-screen for RBBP9 inhibitors: inhibitors of mouse Fam108B | recombinant Fam108B, FP-Rh probe fluorescence polarization | inhibition, % at 9.51 µM | 0.33% of 300,000 active | AID 1947;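 active = inhibition above the screen mean inhibition plus 3 SD, computed separately per campaign, cut at about 18% in these data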;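 note: inhibitors lower polarization as less probe binds the enzyme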
PAFAH1B2 inh: blocks human PAF acetylhydrolase 1b catalytic subunit 2; recombinant PAFAH1B2, FP-rhodamine activity probe, fluorescence polarization; P68402; 1.2% of 340,000 active; inhibition, % at 3.39 µM;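 active = inhibition above the mean of all tested compounds plus 3 SD, cut at about 24% in these data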;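 note: 0% = enzyme with DMSO and 100% = wells lacking PAFAH1B2; many of its hits are not listed in these tables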
Target sequence (P68402 whole entry, looked up): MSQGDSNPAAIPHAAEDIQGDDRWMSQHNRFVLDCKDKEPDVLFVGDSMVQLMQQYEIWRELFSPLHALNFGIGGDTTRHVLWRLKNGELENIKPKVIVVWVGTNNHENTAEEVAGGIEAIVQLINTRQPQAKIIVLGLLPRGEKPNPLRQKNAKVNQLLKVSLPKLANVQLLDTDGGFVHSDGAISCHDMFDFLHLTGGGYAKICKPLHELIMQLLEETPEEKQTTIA
MCL1-BIM inh: MCL1-BIM-BH3 interaction inhibition (human); inhibition, % at 10.9 µM; Q07820; GST-MCL1 / FITC-Bim-BH3 fluorescence polarization; AID 2057; 0.68% of 320,000 active;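 active = inhibition above the mean inhibition of all tested compounds plus 3 SD, set per campaign, cut at about 40% in these data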;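 note: 0% = DMSO wells and 100% = unlabeled Bim-BH3 peptide control; higher means more loss of mP so more displacement of Bim peptide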
MEX-5 binding: C. elegans MEX-5 TCR-2 RNA binding activity; MEX-5/FITC-TCR2 RNA binding, fluorescence polarization; active compounds read low; activity score (negative = inhibition of binding), % at 10 µM; 0.38% of 300,000 active;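 active = inhibition past about -25% in most replicates, and total fluorescence under double the plate's negative control median, limit read from the data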;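 note: 0% = DMSO and -100% = 5 µM competing unlabeled TCR2 RNA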
Target sequence (Q9XUB2 whole entry, looked up): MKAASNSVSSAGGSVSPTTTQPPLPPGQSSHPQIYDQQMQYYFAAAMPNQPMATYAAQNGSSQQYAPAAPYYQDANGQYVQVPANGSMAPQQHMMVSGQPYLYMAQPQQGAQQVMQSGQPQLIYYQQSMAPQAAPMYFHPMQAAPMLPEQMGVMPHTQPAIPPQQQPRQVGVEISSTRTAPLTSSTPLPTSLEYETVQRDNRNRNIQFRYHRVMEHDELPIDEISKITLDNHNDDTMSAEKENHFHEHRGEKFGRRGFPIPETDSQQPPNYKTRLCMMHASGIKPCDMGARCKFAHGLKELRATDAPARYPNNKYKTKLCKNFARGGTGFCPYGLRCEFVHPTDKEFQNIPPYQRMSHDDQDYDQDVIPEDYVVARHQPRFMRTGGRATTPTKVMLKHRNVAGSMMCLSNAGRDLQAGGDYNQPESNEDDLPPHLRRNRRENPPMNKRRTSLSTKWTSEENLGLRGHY
AHR act: activates the human aryl hydrocarbon receptor. P35869. AHR-responsive luciferase reporter cells, luminescence. activation, % at 5 µM. 2.5% of 320,000 active. AID 2796; in the data active = activation above about 47%;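 note: 0% = vehicle wells and 100% = reference agonist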
PME-1 primary: PME-1 (human) inhibition. recombinant PME-1, FP-Rh probe fluorescence polarization. inhibition, % at 5.9 µM. 0.53% of 320,000 active;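 active = inhibition above the campaign mean of all compounds plus 3 SD, cut at about 26% in these data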;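 note: competitive labeling of PME-1 active site by serine hydrolase directed probe; 0% = PME-1 with DMSO and 100% = wells lacking PME-1 enzyme; inhibitors block probe labeling so polarization falls and inhibition rises; many of its hits are not listed in these tables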
Target sequence (Q9Y570 whole entry, looked up): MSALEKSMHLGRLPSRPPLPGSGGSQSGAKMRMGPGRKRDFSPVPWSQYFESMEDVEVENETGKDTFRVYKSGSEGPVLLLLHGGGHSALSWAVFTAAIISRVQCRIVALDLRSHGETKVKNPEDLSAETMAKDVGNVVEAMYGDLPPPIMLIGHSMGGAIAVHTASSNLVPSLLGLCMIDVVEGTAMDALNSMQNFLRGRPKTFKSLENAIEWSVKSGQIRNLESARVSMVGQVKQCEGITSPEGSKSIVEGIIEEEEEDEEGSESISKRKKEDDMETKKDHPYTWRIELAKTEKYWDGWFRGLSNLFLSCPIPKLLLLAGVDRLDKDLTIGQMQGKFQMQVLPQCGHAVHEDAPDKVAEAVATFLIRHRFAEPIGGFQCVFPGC
GLD-1 TGE inh: GLD-1-TGE RNA interaction inhibition (C. elegans); inhibition, % at 5.96 µM; Q17339; 0.44% of 320,000 active; AID 2280; purified GLD-1 + fluorescein TGE RNA, fluorescence polarization;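 active = percent inhibition above a per-plate cutoff, the plate mean of test compounds plus 3 SD, cut at about 30% in these data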;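 note: 0% = DMSO wells with GLD-1 and probe and 100% = wells lacking GLD-1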
BCLXL inh: inhibitors of human Bcl-xL | GST-Bcl-xL / FITC-Bim BH3 peptide fluorescence polarization | inhibition, % at 10.9 µM | 0.7% of 320,000 active;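 active = inhibition above the mean of all tested compounds plus 3 SD, cutoff set per campaign, cut at about 30% in these data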;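 note: 0% = DMSO wells and 100% = unlabeled Bim-BH3 peptide competitor; inhibitors lower millipolarization by displacing the labeled peptide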
pPAFAH FP inh: inhibitors of human plasma PAF acetylhydrolase (pPAFAH). 1.5% of 330,000 active. recombinant pPAFAH, FP-rhodamine probe fluorescence polarization. Q13093. AID 463082. inhibition, % at 3.39 µM;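 active = inhibition above the mean inhibition across the screen plus 3 SD, cut at about 25% in these data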;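 note: inhibitors block binding of the rhodamine activity-based probe so polarization drops; 0% = enzyme with DMSO and 100% = wells lacking pPAFAH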
* hit, by the source's call; . = not tested or not shown. A portion of the library (hit frequency here may not be typical).

Compound	MCL1-BIM inh	pPAFAH FP inh	AHR act	Fam108B counter	PME-1 primary	GLD-1 TGE inh	MEX-5 binding	PAFAH1B2 inh	BCLXL inh
O=C(N/N=C/c1cn(-c2ccccc2)nc1-c1ccccc1)c1ccco1	5	3	2	-5	-11	7	0.8	4	0
COc1cc(NC(=O)Nc2cc(C)on2)cc(OC)c1OC	3	7	18	3	1	1	0.0	8	3
CC(NC(=O)COC(=O)c1ccc(Cl)cc1O)c1ccc(F)cc1 (stereo not given)	2	9	3	2	-2	11	-0.3	7	4
COc1ccc(C(=O)C2CCCN(C(=O)/C=C/c3ccccn3)C2)c(C)c1 (stereo not given)	12	3	6	-1	2	6	-2.9	2	5
Cc1cc(-c2ccccc2)nc(SCC(=O)N2CCCC2)n1	3	1	2	4	-3	4	1.1	0	5
CCOC(=O)C1CCCN(S(=O)(=O)c2ccc(S(N)(=O)=O)cc2)C1 (stereo not given)	-4	5	-2	-2	0	-8	-2.4	4	-3
CN1CCN(CC(=O)N(Cc2c(C#N)c3ccccc3n2C)c2ccccc2)CC1	3	3	2	5	2	5	0.4	6	7
O=C(O)c1c2c(nc3ccccc13)/C(=C/c1ccc(O)cc1)CCC2	1	8	2	4	-1	0	0.1	5	2
Cc1ccc(CC2C(=O)N(c3nc(C)cc(C)n3)C(=O)C2C)cc1 (stereo not given)	1	6	1	2	-2	1	0.2	2	2
CCC(=O)N(Cc1ccco1)c1nc(-c2cc(OC)ccc2OC)cs1	2	6	2	-2	-1	9	-0.5	6	2
CC(c1ccccc1)N1CCn2c(nc3cc(NC(=O)c4cccs4)ccc32)C1 (stereo not given)	0	-2	11	1	-4	-1	0.4	7	3
CSCCCNC(=S)Nc1cccc(S(=O)(=O)NC2=NCCC2)c1	2	-2	1	8	-1	-11	0.5	5	9
C[C@H]1CN([C@@H](C)CO)C(=O)c2cc(NC(=O)CCN3CCOCC3)ccc2O[C@H]1CN(C)C(=O)Nc1ccc(F)cc1	.	3	0	.	.	3	.	2	.
CC(C)C[C@H]1CN=C(Nc2ccccc2)N1CCC1CCCCC1	7	2	-3	2	-3	1	2.1	-1	1
CC(=O)Nc1cccc(C(=O)NNC(=O)c2ccccc2-n2cccc2)c1	3	2	0	.	0	5	.	0	2
Cc1oc(C(=O)O)cc1CSc1nnc(-c2ccccc2)n1C	2	0	8	-2	-2	-3	-1.0	7	0
Cc1ccc(-n2c(=O)[nH]c3c(C(N)=O)nc(CC(C)C)nc32)cc1	7	7	21	3	12	4	-1.5	5	4
Cc1nc(SCc2nc3c([N+](=O)[O-])cccc3[nH]2)c2oc3ccccc3c2n1	.	3	30	.	.	0	.	-2	.
CN1C(=S)SC(N(O)C(=O)Nc2ccccc2)C1(C)C (stereo not given)	1	5	10	-3	-2	7	-2.2	2	8
CC1CCCCN1C(C(=O)O)c1ccccc1 (stereo not given)	3	1	0	1	0	4	1.8	5	4
CN(CC(=O)Nc1cccc(F)c1)C(=O)/C=C/c1ccc(Br)s1	2	5	1	-1	-9	7	-1.7	4	0
CCN(CC1CCCO1)C(=O)CCc1nnc(CCc2ccc(OC)cc2)o1 (stereo not given)	4	-5	3	-4	2	3	3.7	3	6
COc1cccc(/C=N/NC(=O)Cn2cnc3c2c(=O)n(C)c(=O)n3C)c1OC	6	8	10	4	0	3	2.5	.	-3
CC(C)(C)NC(=S)NCC1CC1	5	7	-4	-1	-1	4	-1.1	5	5
Cc1nn(CC(=O)NCCc2cccs2)c(=O)c2nn(-c3ccccc3)c(C)c12	1	-1	2	5	-14	-11	1.6	-2	2
CCCCSc1nc(O)cc(=O)n1CC	-5	-5	0	1	1	-3	0.6	0	-1
COc1ccc(Cl)cc1NC(=O)C(C)N(C)Cc1ccc(C(F)(F)F)cc1 (stereo not given)	5	3	17	-3	-2	9	-0.4	-6	3
Cc1cc(NC(=O)CSc2nnc(C)n2-c2ccccc2)no1	-1	1	0	-1	3	4	1.9	3	1
CC1CN(c2cc(=O)n(-c3cccc(Br)c3)c(=O)[nH]2)CC(C)O1 (stereo not given)	-5	8	4	-2	1	2	-0.7	1	4
N#Cc1c(NC(=O)C(=O)NCCCN2CCOCC2)sc2c1CCC2	9	4	7	5	-4	10	-3.7	6	7
COc1cccc(NC(=O)CN(C)C(=O)Cc2c(C)nc3ccccc3c2C)c1	-11	5	11	.	5	-4	.	2	-2
CCCNC(=O)c1ccc2nc(-c3ccccc3)c(-c3ccccc3)nc2c1	6	0	1	-2	-3	4	0.7	6	6
CSc1cccc(NC(=O)C2CCCN2S(=O)(=O)c2ccc(Br)s2)c1 (stereo not given)	-5	2	23	-5	-5	5	-1.0	3	0
CCOC(=O)C1=C(C)N(CCCC(=O)NCc2ccc3c(c2)OCO3)C(=O)NC1c1ccc(Br)cc1 (stereo not given)	3	1	2	0	7	5	.	.	1
O=C(CNC(=O)C1CCCCC1)NC1CCCCC1	9	3	0	-2	1	2	-1.9	2	0
COc1ccc(-c2nc[nH]c2[N+](=O)[O-])cc1	-5	-4	1	-1	5	3	-3.8	-5	-10
O=c1cc(-c2ccccc2Cl)oc2c(NS(=O)(=O)c3ccccc3C(F)(F)F)ccc(O)c12	3	5	17	0	11	-2	1.4	1	1
N#Cc1nc(-c2ccc(OCc3ccc(Cl)cc3)cc2)oc1N1CCOCC1	0	-3	1	-1	-4	3	1.7	-1	-6
COCCNC(=O)CN1C(=O)NC(c2ccccc2)(c2ccccc2)C1=O	-4	-7	3	2	-2	5	0.6	2	-2
CC(=O)NC(CC(=O)OCc1ccc([N+](=O)[O-])cc1)c1ccccc1 (stereo not given)	-1	3	-1	1	3	-2	1.9	1	2

Some of the entries above, reformatted:
Each structure is followed by: MCL1-BIM inh, pPAFAH FP inh, AHR act, Fam108B counter, PME-1 primary, GLD-1 TGE inh, MEX-5 binding, PAFAH1B2 inh, BCLXL inh
> CSCCCNC(=S)Nc1cccc(S(=O)(=O)NC2=NCCC2)c1
  2, -2, 1, 8, -1, -11, 0.5, 5, 9
> C[C@H]1CN([C@@H](C)CO)C(=O)c2cc(NC(=O)CCN3CCOCC3)ccc2O[C@H]1CN(C)C(=O)Nc1ccc(F)cc1
  ., 3, 0, ., ., 3, ., 2, .

(cont.)
Compound	MCL1-BIM inh	pPAFAH FP inh	AHR act	Fam108B counter	PME-1 primary	GLD-1 TGE inh	MEX-5 binding	PAFAH1B2 inh	BCLXL inh
CC1CN(S(=O)(=O)c2ccc(C(=O)N(CCCN(C)C)c3nc4c(Cl)cccc4s3)cc2)CC(C)O1 (stereo not given)	0	3	-4	0	-4	7	1.4	1	3
COc1ccc(/C=C/C(=O)O)cc1COc1ccccc1C	10	8	2	4	-5	2	2.7	0	6
Cc1ccc(NC(=O)CSc2sc3c(O)cc(=O)[nH]c3c2C#N)c(F)c1	28	31*	4	2	-12	0	-2.4	7	17
O=C(CSc1nccc(=O)[nH]1)N1N=C2/C(=C/c3ccco3)CCCC2C1c1ccco1 (stereo not given)	18	14	2	-5	3	-4	0.5	5	4
COc1cccc(CNC(=O)C(C)n2ccc3cc(S(=O)(=O)N4CCCC4)ccc32)c1 (stereo not given)	5	2	2	5	8	-6	1.1	4	10
COc1ccc(-c2cc(C(=O)N/N=C/c3ccc4c(c3)OCO4)c3ccccc3n2)c(OC)c1	-10	-20	49*	-29	-35	-5	0.2	-4	-7
CN(CC(=O)Nc1cccc(S(=O)(=O)N2CCOCC2)c1)CC(=O)Nc1ccc(Cl)c(C(F)(F)F)c1	-3	11	6	-4	-4	3	0.5	3	-2
COc1ccc(C2=NN(CCC(=O)NC3CCC(C)CC3)C(=O)CC2)cc1 (stereo not given)	1	6	1	-1	-14	3	1.3	0	4
COc1ccc(-n2c(=O)c3ccccc3n(CC(=O)OCc3ccccc3)c2=O)cc1OC	-1	5	0	2	-2	3	-2.1	-1	-2
C/C(=N\NC(=O)c1cccnc1)c1cc2ccccc2o1	2	4	23	-3	0	7	-1.0	7	3
CN1CCN(c2ccc(NC(=O)c3sc4ccccc4c3Cl)cc2)CC1	0	1	80*	-7	-4	2	1.3	1	4
Cc1nc2cc(NC(=O)N3c4ccccc4CC3C)ccc2n1C (stereo not given)	2	2	9	-6	0	1	.	1	-1
COc1cc(NC(=O)c2nn(C)c3c2CS(=O)(=O)c2ccccc2-3)cc(OC)c1	6	0	3	-6	-4	-1	0.8	-1	5
Cc1oc2ncnc(N)c2c1C	7	2	33	-2	5	4	-1.2	5	5
Cc1cc(=O)oc2c3c(cc(OCC(=O)N[C@@H](CC(C)C)C(=O)O)c12)OC(C)(C)CC3	1	0	1	1	1	5	1.3	35*	3
COc1cccc(CN2CCNC(=O)C2CC(=O)N(C)CCC2CCOCC2)c1 (stereo not given)	21	2	-1	7	3	8	-0.3	7	16
COc1cccc(C(C(=O)NC(C)(C)C)N(Cc2ccc(C)cc2)C(=O)CCC(=O)Nc2cc(C)on2)c1OC (stereo not given)	0	6	-3	-3	1	2	3.7	4	-1
O=C(c1ccco1)N1CCN(Cc2nnc(-c3cccc(Br)c3)o2)CC1	1	-5	8	-4	-9	4	2.3	4	5
COCCNC(=O)C(c1ccccc1)N(C(=O)Cn1nnc2ccccc21)c1cccnc1 (stereo not given)	8	-1	-1	2	-1	1	0.0	2	8
COc1ccc(S(=O)(=O)N2CCC(C(=O)NN3CCCCC3)CC2)cc1OC	7	1	-1	.	-5	2	.	8	1
COc1ccc(C2(CCN)CC(C)N(C)CC2C)cc1 (stereo not given)	14	2	4	-1	0	-1	-1.7	0	20
COc1ccc(CNC(=O)CCCNC(=O)c2ccc(Cl)cc2)cc1OC	1	5	3	-4	-2	6	2.6	1	1
CC(C)c1ccc(N(CC(=O)NC2CCCC2)C(=O)CCC(=O)Nc2ccccn2)cc1	2	5	-4	0	3	-2	-2.5	5	1
CN1CCN(C(=O)/C(=C/c2ccc(F)cc2)c2ccsc2)CC1	0	0	1	-3	0	2	-0.1	5	5
CCC1(CC)NC(=O)N(CC(=O)OCC(=O)Nc2ccc(OC(F)(F)F)cc2)C1=O	1	4	0	.	5	3	.	-2	3
C#CCOCCOCCOCCNc1nc(N2CCN(C(=O)CCCCCCCCCCNC(=O)[C@H](CCCCN)n3cc(CCO)nn3)CC2)nc(N2CCN(C(=O)CCCCCCCCCCNC(=O)[C@@H]([C@H](C)O)n3cc(C)nn3)CC2)n1	-8	-3	-1	-2	-6	-1	.	-9	-2
CCSc1cc(Cl)nc(N)n1	-3	0	3	-4	-4	0	0.5	-2	1
Fc1ccc2c(Cl)c(-c3nnc(-c4cccs4)o3)sc2c1	2	1	-1	1	-4	-1	-0.2	5	1
CCOc1ccc(N(CC(=O)Nc2ccc(OC)cc2OC)S(=O)(=O)c2c(C)[nH]c(=O)[nH]c2=O)cc1	0	0	1	-4	-1	8	3.9	-2	12
CC(C)C(c1nnnn1Cc1ccc(F)cc1)N1CCN(c2ccc(O)cc2)CC1 (stereo not given)	10	-1	3	-4	-7	0	-1.0	.	16
CCOc1ccc(N2CC(C(=O)Nc3ccccc3N3CCOCC3)CC2=O)cc1 (stereo not given)	-3	1	0	-1	4	0	2.3	3	3
c1csc(CN2CCOCC2)c1	2	1	0	0	6	2	-3.3	2	8
CC(=O)c1sc(NC(=O)COc2ccccc2)nc1C	-4	-1	11	-4	-6	0	-6.0	4	-2
